Screens as filed in PubChem BioAssay.
MC4R ag barr: human MC4R agonism via beta-arrestin. U2OS MC4R beta-arrestin complementation, luminescence; percent of melanotan II response, DMSO zero. activation, % at 8.9 µM. 0.98% of 360,000 active;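 active = activation above a per-plate cutoff, the mean activation of sample wells on that plate plus 3 SD, cut at about 8% in these data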
CaV13 FRET inh: Primary screen for inhibitors of IQ motif and Ca2+-dependent inactivation inhibitor domain binding in CACNA1D, Förster resonance energy transfer in living cells, …. inhibition, % at 12.3 µM. HEK cells, CFP/YFP FRET ICDI-IQ, plate reader, 10 min; percent FRET-ratio fall versus neutral wells. 0.098% of 340,000 active. AID 743397;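 active = mean replicate inhibition of at least 30% and at least 1% of replicates passing that level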;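 also: 0% = median of the neutral control wells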
Exocytosis inh: lytic granule exocytosis inhibition; inhibition, % at 10 µM; 0.66% of 360,000 active; TALL-104 LAMP-1 surface exposure, flow cytometry; cells stimulated with thapsigargin and PMA; AID 651702;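 active = inhibition above about 55%, limit read from the data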
m5-HT2A agonist: agonists of mouse serotonin 5-HT2A receptor (HTR2A). P35363. CHO-K1 mHTR2A beta-arrestin complementation, luminescence; percent of 30 µM serotonin response. activation, % at 7.6 µM. 0.66% of 360,000 active;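 active = activation above a run cutoff, the mean activation of all tested compounds plus 3 SD, cut at about 14% in these data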;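 also: 0% = plate median of compound wells and 100% = 30 µM serotonin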
Target sequence (P35363 whole entry, looked up): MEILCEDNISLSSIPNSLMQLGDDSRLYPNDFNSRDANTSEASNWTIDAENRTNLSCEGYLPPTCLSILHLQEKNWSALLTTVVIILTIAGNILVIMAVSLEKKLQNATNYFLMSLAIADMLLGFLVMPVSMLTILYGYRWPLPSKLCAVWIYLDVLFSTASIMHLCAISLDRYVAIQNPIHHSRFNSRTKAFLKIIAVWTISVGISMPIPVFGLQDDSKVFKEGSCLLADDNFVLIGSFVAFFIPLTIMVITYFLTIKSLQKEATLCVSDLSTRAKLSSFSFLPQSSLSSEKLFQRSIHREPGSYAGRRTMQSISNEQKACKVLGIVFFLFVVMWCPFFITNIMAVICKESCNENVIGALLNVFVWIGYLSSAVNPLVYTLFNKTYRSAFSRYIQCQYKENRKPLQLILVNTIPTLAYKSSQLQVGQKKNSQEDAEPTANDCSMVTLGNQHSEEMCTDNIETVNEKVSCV
H9c2 protect: modulators protecting cardiomyocytes from myocardial damage; AID 588492; H9c2 cardiomyocytes, H2O2 injury protection, ATPLite, 2 h; protection from H2O2 cell death, % at 20 µM; 0.63% of 360,000 active;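 active = compounds giving at least 50% protection of heart cells from peroxide-induced death in the single-dose screen, raw or plate-pattern-corrected value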;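 also: 0% = DMSO wells with peroxide and 100% = DMSO wells without peroxide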
MC4R antag cAMP: blocks human MC4R cAMP signaling; 0.48% of 360,000 active; MC4R-expressing cells, MTII-stimulated cAMP, LANCE TR-FRET; inhibition, % at 6.5 µM; P32245;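 active = inhibition above its plate's cutoff, the mean of tested wells on that plate plus 3 SD, cut at about 29% in these data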;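 also: 0% = Melanotan II alone and 100% = Melanotan II plus saturating MCL0020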
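System – human MC4R-expressing U2OS cells · Also added – Melanotan II · Dosing – one concentration, 6.5 µM nominal · Timing – 30-min compound, 1-h challenge, 1-h detection, room temperature · Measured by – Eu-cAMP/anti-cAMP TR-FRET, emission 671 nm · Replicates – singlicate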
ABCB6 inh 2: human ABCB6 transporter inhibition. Q9NP58. K562-ABCB6 porphyrin accumulation, flow cytometry, 1 h; active compounds read low. fluorescence ratio to DMSO, % at 10 µM. 0.19% of 360,000 active. AID 602162;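 active = fluorescence ratio to DMSO below 75%, the collection mean minus 3 SD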;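 also: signal is porphyrin accumulated inside mitochondria; 100% equals median channel fluorescence of DMSO control wells; lower ratio means ABCB6 inhibition with less porphyrin fluorescence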
PDI turbidity: inhibitors of human protein disulfide isomerase. P07237. PDI insulin aggregation turbidity, A650, 90 min. inhibition, % at 10 µM. 0.052% of 350,000 active. AID 588391;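 active = mean inhibition across replicates of 30% or more, whatever share of single replicates reach that level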;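 also: absorbance from insulin aggregation driven by PDI reduction with DTT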
Target sequence (P07237 whole entry, looked up): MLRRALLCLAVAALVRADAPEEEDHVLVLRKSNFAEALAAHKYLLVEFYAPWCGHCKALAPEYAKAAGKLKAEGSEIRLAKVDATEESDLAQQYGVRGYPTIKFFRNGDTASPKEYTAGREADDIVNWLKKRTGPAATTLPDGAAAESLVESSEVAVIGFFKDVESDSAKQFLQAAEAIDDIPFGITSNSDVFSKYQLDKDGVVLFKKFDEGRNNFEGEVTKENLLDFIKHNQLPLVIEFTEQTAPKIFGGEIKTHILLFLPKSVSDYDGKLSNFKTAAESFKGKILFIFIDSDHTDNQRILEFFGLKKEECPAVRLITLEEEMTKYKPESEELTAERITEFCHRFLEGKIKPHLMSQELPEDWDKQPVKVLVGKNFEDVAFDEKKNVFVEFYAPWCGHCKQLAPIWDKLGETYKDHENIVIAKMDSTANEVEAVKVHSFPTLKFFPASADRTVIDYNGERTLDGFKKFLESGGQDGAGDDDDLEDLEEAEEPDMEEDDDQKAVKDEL
Glyco luc inh: N-linked glycosylation inhibition. 0.23% of 360,000 active. D54 ERlucT glycosylation luciferase reporter, 24 h; percent of 100 nM tunicamycin response. reporter increase, % at 12.5 µM;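 active = mean luciferase reporter signal, scaled so untreated is 0 and the glycosylation-blocking control 100, at or above a set limit in every replicate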;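 also: luciferase carries N-glycosylation sites so blocking glycosylation raises the light; 0% = median of neutral control wells and 100% = median of 100 nM tunicamycin wells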
ABHD5 PLIN5 PPI: inhibitors of human ABHD5-perilipin-5 interaction; Q00G26+Q8WTS1; Split G. princeps luciferase complementation, luminescence, 4 h; inhibition, % at 4 µM; 0.78% of 360,000 active;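 active = inhibition above the mean inhibition across every tested compound plus 3 SD, cut at about 22% in these data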;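 also: 0% = DMSO only wells and the 100% control is not disclosed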
The depositor's hits bear a star; nt = no result given.

No.	Compound	MC4R ag barr	CaV13 FRET inh	Exocytosis inh	m5-HT2A agonist	H9c2 protect	MC4R antag cAMP	ABCB6 inh 2	PDI turbidity	Glyco luc inh	ABHD5 PLIN5 PPI
1	NC(=O)C1CCN(C(=O)C(=O)c2cn(CC(=O)N3CCCC3)c3ccccc23)CC1	-2.1	-5	-2	6	13	2	103	2	2	1
2	CCOc1c(Br)cc(Br)cc1/C=C1\SC(N)=NC1=O	-1.2	-10	-11	-3	2	-1	97	14	1	3
3	O=C(Cc1ccccc1)NC(CSSCC(NC(=O)Cc1ccccc1)C(=O)O)C(=O)O (centres undefined)	0.3	-5	47	-2	2	7	103	5	-1	-6
4	Cc1ccccc1C(=O)NC(=S)Nc1ccc(Oc2ccc(Cl)cc2)cc1	-1.8	nt	-2	-6	-25	9	99	-9	1	1
5	O=C(N/N=C1\CC(c2ccccc2)Oc2ccccc21)c1ccc(O)cc1 (centres undefined)	-0.2	-6	-9	-8	11	9	97	-4	3	-2
6	Cc1cc(C)n2nc(C(=O)N/N=C/c3ccccc3Cl)nc2n1	-0.9	13	-3	6	19	0	105	5	-1	-4
7	C=CCN1C(=O)C2(NC(=O)c3ccccc3N2)c2ccccc21 (centres undefined)	-1.3	-3	3	1	4	-17	97	2	6	-2
8	O=C(Nc1ccc2c(c1)OCCO2)C1CCN(S(=O)(=O)c2cccs2)CC1	-0.9	-4	2	1	-4	-1	96	22	-1	-8
9	CCC(C)C(NC(=O)C(C)NC(=O)CNC(=O)CNC(=O)OCc1ccccc1)C(=O)OC (centres undefined)	-0.4	nt	-8	1	-1	11	101	0	1	2
10	O=C(NNc1cccc(Cl)c1)c1cccnc1Oc1ccccc1	-2.4	-3	-16	0	0	2	101	9	-1	2
11	COc1ccc(-n2c(=O)c3c(C)c(C)sc3n(Cc3cccc(F)c3)c2=O)c(OC)c1	0.3	-15	3	5	0	-1	99	-10	-7	-4
12	Cc1ccc(-c2nnc(N3CCOCC3)c3ccccc23)cc1S(=O)(=O)N(C)C	-1.6	-19	3	0	-1	1	94	-1	0	6
13	Cc1cc(=O)oc2c(C)c(OCC(=O)N3CCN(c4ccccc4)CC3)ccc12	-0.4	-6	-9	-6	-2	-3	106	-8	0	-7
14	O=[N+]([O-])c1cccc(-n2cc3ccc([N+](=O)[O-])cc3n2)c1	-1.6	-3	4	10	2	-1	97	-5	-3	-2
15	CCn1c(SCC(=O)Nc2ccc3c(c2)OCO3)nc2ccccc21	1.2	-5	2	0	-3	0	93	1	-1	-8
16	O=C1CC(SCc2nc3ccccc3[nH]2)C(=O)N1c1cccc(F)c1 (centres undefined)	-2.0	-8	-1	-5	6	20	106	3	2	-13
17	CC(C)N1C(=O)CCC1C(=O)N1CCCc2ccccc21 (centres undefined)	-0.1	-6	1	3	0	3	98	3	0	-6
18	Cc1ccc([C@H]2C[C@@H](n3cc(COC(=O)c4ccccc4)nn3)[C@H](O)CN2Cc2cccs2)cc1	1.5	-8	46	1	-18	9	97	22	-1	1
19	O=C(C(=O)N1CCCc2ccccc21)c1c[nH]c2ccccc12	-0.9	-9	-1	-3	1	1	97	9	0	-9
20	CCN=C(NCC)SC1CC(=O)N(CCc2ccccc2)C1=O (centres undefined)	0.8	-4	-3	-2	7	2	106	2	1	2
21	O=c1[nH]c2ccccc2n1CCCSCCCn1c(=O)[nH]c2ccccc21	-0.3	-4	0	-6	7	2	88	5	0	0
22	COc1ccccc1C(CNC(=O)c1cccc(S(=O)(=O)Nc2ccc(C)cc2)c1)N(C)C (centres undefined)	-0.1	-2	1	-7	4	-4	103	-3	-2	-4
23	O=C(Nc1cc(-c2nc3ncccc3o2)ccc1Cl)c1cccs1	-1.8	-3	14	3	26	1	88	8	-4	0
24	Cc1cc(NC(=O)CN2CC(C)OC(C)C2)n(-c2nc3ccccc3s2)n1 (centres undefined)	-2.0	nt	-2	2	8	-4	103	-8	2	-2
25	O=C(O)c1ccc2c(=O)n3c(nc2c1)/C(=C/c1cccc(Cl)c1Cl)CCCC3	-3.3	-8	-5	6	4	27	100	-2	5	4
26	CC(=O)c1c(C)[nH]c(C(=O)OCC(=O)NCc2ccc3c(c2)OCO3)c1C	-0.8	-10	1	-4	-8	11	120	4	0	5
27	O=c1cc(-c2ccccc2[N+](=O)[O-])oc2ccccc12	-1.1	-7	-5	0	9	-5	98	-2	8	-4
28	COc1cccc(-n2c(Cc3cc(=O)[nH]c(=O)[nH]3)nnc2SCC(=O)N2CCCCC2)c1	-0.5	-2	0	-4	11	16	99	nt	1	-12
29	COc1ccc(-c2cc(C(=O)N/N=C/c3cccnc3)c3ccccc3n2)cc1	-2.5	-6	-4	-2	0	3	100	3	4	3
30	Cc1cc(C(=O)NCC(c2ccco2)N(C)C)ccc1[N+](=O)[O-] (centres undefined)	-0.3	-2	-3	-4	1	22	103	2	0	1
31	COc1ccc(-n2nnnc2SCC(N)=O)cc1	-1.4	-5	-2	0	-1	-1	96	0	0	-5
32	COc1ccc2nc3cc([N+](=O)[O-])ccc3c(NNc3ccc([N+](=O)[O-])cc3)c2c1	-1.6	-10	-1	3	-2	-5	96	2	-10	6
33	COC(=O)c1cc(NC(=O)C2(S(=O)(=O)c3ccc(C)cc3)CC2)cc(C(=O)OC)c1	-1.1	-6	-3	-1	0	1	100	-3	4	-5
34	Cc1cc(C)nc(NS(=O)(=O)c2ccc(NC(=O)c3cc4c(=O)n5cccc(C)c5nc4n3C)cc2)n1	-2.6	nt	15	-3	0	1	104	-2	-1	3
35	O=C1c2ccccc2C(=O)N1CSc1nnnn1-c1ccccc1	-2.2	-3	-2	1	-2	4	97	5	0	-5
36	COc1ccc(C(=O)NNC(=O)C(=O)NC(C)c2ccccc2)cc1OC (centres undefined)	-1.3	-5	0	-2	7	8	95	1	1	1
37	COc1ccc(Sc2ccc(/C=C3\C(=O)NN(c4ccccc4)C3=O)o2)cc1	-2.4	-8	0	2	-5	4	104	5	6	-6
38	Cc1ccc([C@H]2C[C@@H](O)[C@H](n3cc(COC(=O)c4ccccc4)nn3)CN2C(=O)C2CCCCC2)cc1	3.4	-5	10	1	17	6	99	4	-1	-7
39	CN(C(=O)COC(=O)/C=C/c1ccc2ccccc2n1)C1CCS(=O)(=O)C1 (centres undefined)	-1.3	3	10	-2	-1	-8	102	3	-7	7
40	CC(C)C(c1nnnn1Cc1ccccc1)N1CCN(Cc2ccc3c(c2)OCO3)CC1 (centres undefined)	0.0	-2	-2	-5	-5	-1	95	10	-5	2
41	COc1c(C)cc(C(=O)C2CCCN(S(=O)(=O)c3c(C)noc3C)C2)cc1C (centres undefined)	-1.8	-18	-1	-2	-5	18	98	10	-4	1
42	CCNc1nc(Cl)nc(NC2CCCCC2)n1	0.3	-4	-3	-2	0	17	100	3	1	3
43	Fc1nc(F)c(F)c(NCCCNc2c(F)c(F)nc(F)c2F)c1F	0.2	-5	21	1	-20	4	101	2	-6	-3
44	Cc1nc(CCNC(=O)CC2C(=O)NCCN2Cc2ccccc2)nc2c1CCC2 (centres undefined)	0.0	-11	-6	0	4	2	95	2	0	10
45	O=C(NCCc1ccccc1)C(=O)c1cn(CC(=O)N2CCCC2)c2ccccc12	-3.8	-7	-7	11	3	-8	102	6	5	3
46	Cc1c(Cl)cccc1NC(=S)NC1CCN(Cc2ccccc2)CC1	-0.6	-18	46	-1	-3	17	95	-8	-1	5
47	Cc1cc(Br)cc(C)c1OCC(=O)NNC(=O)c1cccs1	-0.3	-5	3	0	5	-2	96	7	1	6
48	Cc1ccc(Cn2nnnc2CN2CCC(NC(=O)C(C)(C)C)CC2)cc1	0.2	-14	2	-2	-10	0	97	3	0	2
49	CC(C)(C)N=C1NN=C(c2cc3ccccc3o2)CS1	-2.2	-5	9	-5	-6	-3	99	16	-9	-26
50	CSc1ccc(CN2CCN(C(=O)c3ccc([N+](=O)[O-])cc3)CC2)cc1	-2.0	2	-5	-3	-8	6	100	10	-2	-2
51	COc1ccc(CC(=S)NCCc2ccccc2)cc1	0.5	4	4	-7	-2	-2	96	-5	0	-1
52	CCc1ccc(NC(=S)N(Cc2cccc(Br)c2)CC2CCC(C(=O)O)CC2)cc1 (centres undefined)	-4.0	-2	31	0	11	24	101	2	3	6

A different layout for part of the listing above:
#30 Cc1cc(C(=O)NCC(c2ccco2)N(C)C)ccc1[N+](=O)[O-] (centres undefined)
  MC4R ag barr = -0.3 | CaV13 FRET inh = -2 | Exocytosis inh = -3 | m5-HT2A agonist = -4 | H9c2 protect = 1 | MC4R antag cAMP = 22 | ABCB6 inh 2 = 103 | PDI turbidity = 2 | Glyco luc inh = 0 | ABHD5 PLIN5 PPI = 1
#50 CSc1ccc(CN2CCN(C(=O)c3ccc([N+](=O)[O-])cc3)CC2)cc1
  MC4R ag barr = -2.0 | CaV13 FRET inh = 2 | Exocytosis inh = -5 | m5-HT2A agonist = -3 | H9c2 protect = -8 | MC4R antag cAMP = 6 | ABCB6 inh 2 = 100 | PDI turbidity = 10 | Glyco luc inh = -2 | ABHD5 PLIN5 PPI = -2
#32 COc1ccc2nc3cc([N+](=O)[O-])ccc3c(NNc3ccc([N+](=O)[O-])cc3)c2c1
  MC4R ag barr = -1.6 | CaV13 FRET inh = -10 | Exocytosis inh = -1 | m5-HT2A agonist = 3 | H9c2 protect = -2 | MC4R antag cAMP = -5 | ABCB6 inh 2 = 96 | PDI turbidity = 2 | Glyco luc inh = -10 | ABHD5 PLIN5 PPI = 6
#51 COc1ccc(CC(=S)NCCc2ccccc2)cc1
  MC4R ag barr = 0.5 | CaV13 FRET inh = 4 | Exocytosis inh = 4 | m5-HT2A agonist = -7 | H9c2 protect = -2 | MC4R antag cAMP = -2 | ABCB6 inh 2 = 96 | PDI turbidity = -5 | Glyco luc inh = 0 | ABHD5 PLIN5 PPI = -1
